Screens deposited in PubChem by National Center for Advancing Translational Sciences (NCATS).
KCNH2 WT inh – KCNH2 (human, wildtype) channel inhibition | Q12809 | U2OS, BacMam KCNH2, thallium flux FluxOr; hits give low values | activity change, % at 1.84 µM | 340,000 tested, 0.37% active;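 active = maximum activity change below -70%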
Target sequence (Q12809 whole entry, looked up): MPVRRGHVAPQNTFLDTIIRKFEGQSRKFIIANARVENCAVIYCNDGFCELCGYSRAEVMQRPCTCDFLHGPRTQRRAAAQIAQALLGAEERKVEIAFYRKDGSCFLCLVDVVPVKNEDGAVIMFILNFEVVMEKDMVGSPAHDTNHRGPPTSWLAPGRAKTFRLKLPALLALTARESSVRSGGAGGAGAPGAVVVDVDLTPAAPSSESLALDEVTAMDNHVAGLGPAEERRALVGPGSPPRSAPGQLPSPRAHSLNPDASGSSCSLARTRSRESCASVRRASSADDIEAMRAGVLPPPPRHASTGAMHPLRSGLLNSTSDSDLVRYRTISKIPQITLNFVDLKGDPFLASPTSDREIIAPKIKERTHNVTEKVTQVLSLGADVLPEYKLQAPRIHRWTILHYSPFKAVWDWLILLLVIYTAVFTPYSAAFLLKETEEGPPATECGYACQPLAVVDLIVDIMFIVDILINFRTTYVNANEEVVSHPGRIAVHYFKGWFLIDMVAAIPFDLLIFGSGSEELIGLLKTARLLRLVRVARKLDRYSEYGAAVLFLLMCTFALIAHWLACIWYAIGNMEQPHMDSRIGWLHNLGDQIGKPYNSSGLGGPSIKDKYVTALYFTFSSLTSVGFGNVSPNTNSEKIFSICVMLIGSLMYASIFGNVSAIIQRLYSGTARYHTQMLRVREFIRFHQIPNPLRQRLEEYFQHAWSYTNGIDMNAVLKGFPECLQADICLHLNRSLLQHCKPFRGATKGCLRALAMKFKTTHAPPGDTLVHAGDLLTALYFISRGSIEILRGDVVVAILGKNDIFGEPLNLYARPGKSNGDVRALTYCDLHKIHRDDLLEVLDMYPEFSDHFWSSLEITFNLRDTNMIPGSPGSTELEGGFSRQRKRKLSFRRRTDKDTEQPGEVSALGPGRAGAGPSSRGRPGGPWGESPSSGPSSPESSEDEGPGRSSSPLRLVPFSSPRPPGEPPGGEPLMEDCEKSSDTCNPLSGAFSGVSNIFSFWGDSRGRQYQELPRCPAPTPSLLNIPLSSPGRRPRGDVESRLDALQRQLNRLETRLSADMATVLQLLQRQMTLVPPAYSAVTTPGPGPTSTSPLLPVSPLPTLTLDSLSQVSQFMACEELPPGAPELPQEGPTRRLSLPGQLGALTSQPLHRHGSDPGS
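U2OS cells were transduced with wild-type KCNH2 virus (2.03 x 10^8 / mL) for 4 h at room temperature, then cultured overnight at 37 C. Thallium flux was read with FluxOr dye. Rate constants were normalized to DMSO controls.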
* hit, by the source's call. % is scaled to controls: 0 for no effect and ±100 for the full control effect. Only part of the results is shown (hit frequency here may not be typical).

SMILES	KCNH2 WT inh
Cc1cccc(NC(=O)CCc2ccc(N3C(N)=NC(N)=NC3(C)C)cc2)c1	3
COCOCCn1cc(CN2CCS(=O)(=O)N(Cc3ccc(-c4ccc(OC)cc4)cc3)C(C)C2=O)nn1 (stereo not given)	-10
C#CCN(C[C@@H]1[C@@H](OC(=O)NCc2ccccc2F)[C@@H](OC(=O)NCc2ccccc2F)Cn2c(=O)n(CCCCCC)c(=O)n21)S(=O)(=O)c1ccc(C)cc1	6
C[C@@H]1CN([C@H](C)CO)C(=O)CCCn2cc(nn2)CO[C@H]1CN(C)C(=O)Nc1ccnc(N2CCOCC2)c1	-2
S=c1[nH]nc(NC2CCCCC2)s1	5
CN(C)c1ccc(C=C2SC(=S)N(Cc3ccco3)C2=O)cc1	-35
COc1cccc(-c2nnn(CC(=O)N(C3CCCCC3)C3CCS(=O)(=O)C3)n2)c1 (stereo not given)	-9
CNC(=O)C[C@H]1C(=O)N(Cc2ccccc2)C[C@@H]1Cc1ccccc1	-14
O=C(COC(=O)C1=COCCO1)NCc1ccc(Cl)cc1Cl	-7
COc1ccc(OC)c(-c2cc(C(=O)O)c3cc4ccccc4cc3n2)c1	0
CCOC(=O)c1ccc(S(=O)(=O)N2CCC(C(=O)NCC3COc4ccccc4O3)CC2)cc1 (stereo not given)	20
COc1ccc(NC(=O)C[C@H]2C(=O)N(c3ccccc3)C[C@@H]2CSC)cc1	-26
CC(=O)N(C(C)=O)c1ccc(Oc2ccc(Oc3ccc(N(C(C)=O)C(C)=O)cc3)cc2)cc1	-3
COc1ccccc1N1CCN(S(=O)(=O)CCNC(=O)CC2CCCC2)CC1	-18
CCOC(=O)c1ccc(NC(=O)Nc2nc3ccccc3s2)cc1	-1
N#CCCSC(=S)C1CCCC1=N (stereo not given)	4
CC1=C(C(=O)N(C(C)C)C(C)C)CC(CC(=O)NCCc2ccccn2)C(=O)N1Cc1ccccc1 (stereo not given)	-8
C[C@@H]1CN([C@H](C)CO)C(=O)c2cc(Br)cnc2O[C@H]1CN(C)C(=O)Cc1ccccc1	-4
COCCCN1C(=O)C(CC(=O)NC2CCCC2)CC(C(=O)N2CCOCC2)=C1C (stereo not given)	5
Cc1ccc(S(=O)(=O)N2C[C@]3(O)C[C@@H]4C(=O)N(c5ccccc5)C(=O)[C@@H]4C[C@]3(OC(=O)NCc3ccccc3)C2)cc1	-9
C[C@H](CO)N1C[C@H](C)[C@H](CN(C)C(=O)Cc2ccccc2)OCc2cnnn2CCCC1=O	-264*
Cn1cc(CN2CCC(n3nccc3NC(=O)c3ccc4c(c3)OCO4)CC2)cn1	14
COc1ccccc1C(=O)NC1CC2CCCC(C1)N2Cc1ccccc1 (stereo not given)	17
O=C(CCN1N=C(c2ccccc2)CCC1=O)NC1CCCCC1	0
O=C(CSc1nnc(COc2ccc(Cl)cc2)o1)N(c1ccccc1)C1CCS(=O)(=O)C1 (stereo not given)	35
C[C@H]1CN(CCc2ccccc2)C(=O)[C@@H]1CC(=O)Nc1ccccc1	8
C[C@H](CO)N1C[C@H](C)[C@@H](CN(C)C(=O)Nc2ccccc2F)Oc2ncc(Br)cc2C1=O	-6
COc1ccc(CCNC(=O)c2c(O)c3cc(OC)c(OC)cc3[nH]c2=O)cc1OC	9
CCOC(=O)C1=C(C)OC(=Cc2ccccc2)C1=O	-3
CC1C(=O)N(Cc2cn(Cc3ccco3)nn2)CCS(=O)(=O)N1Cc1ccc(-c2ccccc2)cc1 (stereo not given)	-8
Cc1ccc(CNC(=O)C2CCC(=O)N(Cc3cccc(F)c3)C2)s1 (stereo not given)	-22
COc1ccc(C(=O)N(C)[C@H]2C[C@H]3c4[nH]c5ccccc5c4CCN3C(=O)[C@H]2CO)cc1	0
O=C1Nc2ccccc2Cc2ccccc21	-13
COc1ccccc1-n1c(SCC(=O)Nc2ccc(Cl)cc2)nc(O)c(Cc2ccccc2)c1=O	0
COc1ccc(C(=O)N/C(=C\c2ccc(-c3cccc([N+](=O)[O-])c3)o2)C(=O)NCCCN2CCOCC2)cc1	8
CC1=C(C(=O)N(C)C)CC(CC(=O)NCC2CCCCC2)C(=O)N1CCC1=CCCCC1 (stereo not given)	1
CCN(CC)CCNc1c(C)cc(CO)c(Cl)c1C	1
COc1ccc(/C=C/C(=O)OCC(=O)c2cc(C)ccc2C)cc1	0
Cc1ccccc1S(=O)(=O)N(C)C[C@@H]1OCc2cn(nn2)CCCC(=O)N([C@H](C)CO)C[C@H]1C	3
Cc1noc(C)c1NC(=O)Nc1ccc2c(c1)C(=O)N([C@H](C)CO)C[C@H](C)[C@H](CN(C)C(=O)NC1CCCCC1)OCCCC[C@@H](C)O2	-3
CN(CC(=O)Nc1cccc(F)c1)C(=O)Cc1ccsc1	-2
COc1cc(/C=C2\C(=O)N(c3cccc(C(=O)O)c3)N=C2C)ccc1OCc1ccccc1	-2
CCCc1c(C(=O)N/N=C(\C)c2ccc3c(c2)OCO3)nnn1-c1nonc1N	-9
CCCCCNC(=O)c1ccc(NC(=O)CC2SC(N3CCCC3)=NC2=O)cc1 (stereo not given)	-14
CCOc1cc(CN2CCC(N3CCC(C(=O)NC4CC4)CC3)CC2)ccc1O	10
CCN1C(=O)[C@H]2[C@@H](c3ccc(OC)cc3)N[C@]3(CCCN(Cc4ccccc4)C3=O)[C@H]2C1=O	1
CCCCCCCC1=NN(c2ccc(S(=O)(=O)O)cc2)C(=O)C1N=O (stereo not given)	9
CSc1ncnc2c1ncn2CCCN1CCN(c2ccccn2)CC1	5
COc1cc2c(cc1N)-c1ccc(N)cc1C2=O	14
CCN(CC)C(=O)C1=C(C)N(Cc2ccc(OC)cc2)C(=O)C(CC(=O)NC2CCCC2)C1 (stereo not given)	9
Cn1c(CCN2CCCC2)nc2cc(NS(=O)(=O)c3ccc(F)cc3)ccc21	15
COC(=O)C1=C/CCCN(C(c2ccccc2)c2ccccc2)/C=C\1C(=O)OC	-7
COCCNC(=O)C(=O)NCC1CCCN1S(=O)(=O)c1cccs1 (stereo not given)	-4
COCCCN1C(=O)C(CC(=O)NCc2ccco2)CC(C(=O)N(C)C)=C1C (stereo not given)	-15
CC1NC(=O)COC1c1ccccc1 (stereo not given)	6
C[C@@H]1CCCCO[C@@H](CN(C)Cc2ccc3c(c2)OCO3)[C@@H](C)CN([C@H](C)CO)C(=O)c2cc(NS(=O)(=O)c3ccccc3)ccc2O1	-49
Cc1cn([C@H]2C[C@H](O)[C@@H](CNCc3cccn3-c3ccncc3)O2)c(=O)[nH]c1=O	-15
O=C(c1ccccc1)C1CC1c1ccccc1 (stereo not given)	-4
Cc1nc(C)c(C(=O)OCC(=O)Nc2ccc(C)c(C)c2)s1	-21
COc1ccc(-c2ccc(CN3C(C)C(=O)N(Cc4cn(CC5CCCCC5)nn4)CCS3(=O)=O)cc2)cc1 (stereo not given)	-8

(list continues)
SMILES	KCNH2 WT inh
CC(=O)N1c2ccccc2Sc2ccc3ccccc3c21	5
Cc1cc(C)cc(OCC(=O)NNC(=O)CC(C)c2ccccc2)c1 (stereo not given)	0
CN1C(=O)N(CC(=O)Nc2ccc3c(c2)OCO3)C(=O)C12CCCCC2	-6
O=C(CCc1ccc(O)cc1)NN=Cc1ccc2c(c1)OCO2	-1
Cc1nc(N2CCCCC2)[nH]c(=O)c1CN(C)N=O	7
COc1ccc(Cl)cc1C(=O)NNC(=O)CCNC(=O)c1ccccc1	-26
COc1ccc(N2CCN(C(=O)CCCCCn3c(=S)[nH]c4ccc(N5CCOCC5)cc4c3=O)CC2)cc1	10
COc1ccc(CNC(=O)O[C@H]2CN(C(=O)OC(C)C)N(C(=O)OC(C)C)[C@@H]3CN(S(=O)(=O)c4ccc(C)cc4)C[C@]23O)cc1OC	-2
CCN1CCN(c2sc(S(=O)(=O)CC)nc2S(=O)(=O)c2ccc(Cl)cc2)CC1	14
CCCCn1c(SCCN2CCCCC2)nc2c1c(=O)n(C)c(=O)n2C	-46
CCOC(=O)CC1C(=O)NCCN1C(=S)NC(=O)c1ccc(C)c(Br)c1 (stereo not given)	-8
CCCCCCNC(=O)O[C@H]1Cn2c(=O)n(CCCCCC)c(=O)n2[C@@H]2CN(S(=O)(=O)c3ccc(C)cc3)C[C@]12O	0
Cc1ccc(NC(=O)c2ncn(CCCNCC3CCCCC3)n2)cc1C	4
CCC(c1ccccc1)c1noc(CCN(CC)CC)n1 (stereo not given)	6
O=C(O)c1ccc(CNC(=O)C2CCN(S(=O)(=O)c3cccs3)CC2)cc1	6

In another format: results already given
| molecule | KCNH2 WT inh |
| --- | --- |
| CCC(c1ccccc1)c1noc(CCN(CC)CC)n1 (stereo not given) | 6 |
| O=C(O)c1ccc(CNC(=O)C2CCN(S(=O)(=O)c3cccs3)CC2)cc1 | 6 |

Other entries.
SMILES	KCNH2 WT inh
COc1cccc(CN(C)C(=O)c2ccc(S(=O)(=O)Nc3ccccc3C)cc2)c1OC	2
COCC(=O)Nc1ccc2c(c1)[C@@H]1C[C@H](CC(=O)OC)O[C@@H](CO)[C@@H]1O2	-4
COc1cc(C(=O)N2CCOC23CCN(Cc2ccccc2)CC3)cc(OC)c1OC	5
COc1ccc(Cl)cc1NC(=O)C1CC(c2ccccc2Cl)=NO1 (stereo not given)	-2
C#CCN(C[C@@H]1[C@@H](OC(=O)NCc2ccco2)[C@@H](OC(=O)NCc2ccco2)Cn2c(=O)n(CCCCCC)c(=O)n21)S(=O)(=O)c1ccc(C)cc1	-3
C[C@@H]1CN([C@@H](C)CO)C(=O)c2cc(N(C)C)ccc2O[C@@H](C)CCCCO[C@@H]1CN(C)S(=O)(=O)c1cccs1	-14
C[C@@H]1CCCCO[C@@H](CN(C)S(=O)(=O)c2cccs2)[C@@H](C)CN([C@H](C)CO)C(=O)c2cc(NS(=O)(=O)c3ccccc3)ccc2O1	-13
O=C(CC(NC(=O)OCc1ccccc1)c1nn[nH]n1)OCc1ccccc1 (stereo not given)	6
COc1ccc(C(=O)OCC(=O)NC23CC4CC(CC(C4)C2)C3)c(O)c1	4

Entries shown so far that contain a halogen:
SMILES	KCNH2 WT inh
C#CCN(C[C@@H]1[C@@H](OC(=O)NCc2ccccc2F)[C@@H](OC(=O)NCc2ccccc2F)Cn2c(=O)n(CCCCCC)c(=O)n21)S(=O)(=O)c1ccc(C)cc1	6
O=C(COC(=O)C1=COCCO1)NCc1ccc(Cl)cc1Cl	-7
C[C@@H]1CN([C@H](C)CO)C(=O)c2cc(Br)cnc2O[C@H]1CN(C)C(=O)Cc1ccccc1	-4
O=C(CSc1nnc(COc2ccc(Cl)cc2)o1)N(c1ccccc1)C1CCS(=O)(=O)C1 (stereo not given)	35
C[C@H](CO)N1C[C@H](C)[C@@H](CN(C)C(=O)Nc2ccccc2F)Oc2ncc(Br)cc2C1=O	-6
Cc1ccc(CNC(=O)C2CCC(=O)N(Cc3cccc(F)c3)C2)s1 (stereo not given)	-22
COc1ccccc1-n1c(SCC(=O)Nc2ccc(Cl)cc2)nc(O)c(Cc2ccccc2)c1=O	0
CCN(CC)CCNc1c(C)cc(CO)c(Cl)c1C	1
CN(CC(=O)Nc1cccc(F)c1)C(=O)Cc1ccsc1	-2
Cn1c(CCN2CCCC2)nc2cc(NS(=O)(=O)c3ccc(F)cc3)ccc21	15
COc1ccc(Cl)cc1C(=O)NNC(=O)CCNC(=O)c1ccccc1	-26
CCN1CCN(c2sc(S(=O)(=O)CC)nc2S(=O)(=O)c2ccc(Cl)cc2)CC1	14
CCOC(=O)CC1C(=O)NCCN1C(=S)NC(=O)c1ccc(C)c(Br)c1 (stereo not given)	-8
COc1ccc(Cl)cc1NC(=O)C1CC(c2ccccc2Cl)=NO1 (stereo not given)	-2
